USP2a inh – USP2a (human) protease inhibition. Potency, µM (highest dose often 38.3 µM), for inactives: top-dose activity change, negative = inhibition, actives largely listed as inhibitors. USP2 core, Ub-CHOP2 coupled fluorogenic reporter, 485/531. 0.01% of 330,000 active;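 further: potency means the concentration at half of the fitted maximal effect; plate controls were DMSO wells for no effect and full inhibition by NEM control for full effect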
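Cell-free coupled assay: 10nM USP2 core preincubated 30min RT with compound in Tris-HCl pH 8.0/CaCl2/CHAPS buffer, then 25nM Ub-CHOP2 and 25nM reporter substrate; fluorescence (Ex 485/Em 531) read after 60min RT, normalized to NEM inhibition, concentration-response curves fitted.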
TRPV1 ag – agonists of human vanilloid receptor 1 (TRPV1). TRPV1-expressing cells, Fluo-8 calcium influx, agonist mode. activation, % at 8.33 µM. 0.19% of 320,000 active. AID 540275; in the data active means activation above about 80%; inconclusive means between about 30% and that limit; further: 0% is about no effect
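Cells expressing TRPV1 were dye-loaded with Fluo-8 and read kinetically: 10 s baseline, 3 min after compound (agonist portion), then 2 min after EC20 capsaicin (allosteric enhancer portion). Calcium-bound dye fluorescence at 480/520 nm.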
MLL CXXC-DNA inh – MLL CXXC-DNA interaction inhibition; Q03164; MLL-CXXC / FITC-HOXA9 DNA fluorescence polarization; Potency, µM (highest dose often 115 µM), inactives show at the top dose activity change, negative = inhibition, hits mostly inhibitors; 0.037% of 290,000 active; AID 2662; active means well fitted inhibition curve with a large enough effect in the polarisation, with a control signal flat, not every such curve was filed as active; inconclusive means small, poorly fitted or top-dose-only effect, or effect the other way, or a change in a side signal; inactive means no such curve, though single readings can be large or run the other way; the % refers to the polarisation; further: potency means the concentration at half of the fitted maximal effect
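Steps: dispense CXXC domain solution (7 uM) → pin compounds or unlabeled HOX-A9 DNA control → 5 min ambient → add FLSN-HOX-A9 solution (50 nM) → spin → 30 min ambient → fluorescence polarization. Tris pH 7.5/NaCl/DTT/BSA buffer.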
KCNH2 3.1 block – blocks the human KCNH2 3.1 channel isoform | U2OS KCNH2 3.1, thallium flux FluxOr; stronger effect = lower value | activity change, % (tested at about 1.8 µM) | 0.95% of 340,000 active;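 active means maximum activity change below -70%; inconclusive means maximum activity change from -70% to -50%; inactive means maximum activity change above -50%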;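 further: thallium influx rate constant from kinetic fluorescence after stimulation buffer; on the % scale 0 is the no-effect control and ±100 the full control effect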
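Thallium flux read-out: FluxOr dye with Red40 quencher in HBSS/HEPES, 45 min at RT. Rate constants from kinetic reads were normalized to positive and negative DMSO controls. Cells: U2OS virally expressing the 3.1 isoform.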
FBPA coupling cs – coupling enzyme interference in Giardia aldolase counter-screen | coupling enzyme system counterscreen, AmpLite Red fluorescence | activity change, negative = inhibition, % at 58.2 µM, hits read low | 0.67% of 290,000 active; in the data active means activity change below about -30%; further: on the % scale 0 is the no-effect control and ±100 the full control effect
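Activity here indicates interference with the coupling reaction, not aldolase inhibition. Compounds at 57.5 uM final met coupling enzymes for 10 min at RT; substrate and AmpLite Red detection followed, with a 525/598 nm fluorescence read after 20 min.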
Giardia kill – Giardia lamblia killing | Giardia lamblia trophozoite viability | activity change, % at 7.66 µM, hits read low | 0.15% of 340,000 active; in the data active means activity change below about -80%; inconclusive means between about -30% and that limit;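 further: parasites exposed to compound for two days anaerobically before the ATP read; on the % scale 0 is the no-effect control and ±100 the full control effect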
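Trophozoites 100 cells/well + cpd; 48 hrs, 37 deg C, anaerobic. ATPLite 1-Step added, 15-30 min RT, luminescence read (ATP-based viability).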
B2AR arrestin – beta2AR (human) beta-arrestin recruitment activity | beta-arrestin recruitment to beta2AR, cell-based reporter | Potency, µM (top dose mostly 46.1 µM), inactives show at the top dose activation, hits mostly activators | P07550 | 0.02% of 330,000 active;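 further: potency means the concentration at half of the fitted maximal effect; 0% = DMSO controls and full agonism = EC100 isoproterenol or metaproterenol; nearly all actives have a fitted effect of over 65% in size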
Target sequence (P07550 whole entry, looked up): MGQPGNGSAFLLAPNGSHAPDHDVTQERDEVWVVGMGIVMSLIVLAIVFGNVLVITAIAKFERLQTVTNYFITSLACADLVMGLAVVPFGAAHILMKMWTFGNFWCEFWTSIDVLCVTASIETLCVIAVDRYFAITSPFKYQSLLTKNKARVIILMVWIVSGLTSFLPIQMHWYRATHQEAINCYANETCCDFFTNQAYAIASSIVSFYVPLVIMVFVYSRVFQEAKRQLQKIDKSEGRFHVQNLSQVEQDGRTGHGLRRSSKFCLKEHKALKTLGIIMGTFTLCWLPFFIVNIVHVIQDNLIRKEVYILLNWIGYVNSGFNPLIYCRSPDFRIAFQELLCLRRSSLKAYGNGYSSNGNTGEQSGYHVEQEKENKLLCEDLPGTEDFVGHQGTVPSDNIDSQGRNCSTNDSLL
hERG WT inh – KCNH2 (human, wildtype) channel inhibition | Q12809 | activity change, % at 1.84 µM | 0.37% of 340,000 active | U2OS, BacMam KCNH2, thallium flux FluxOr; stronger effect = lower value;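 active means maximum activity change below -70%; inconclusive means maximum activity change between -70% and -50%; inactive means maximum activity change above -50%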; further: on the % scale 0 is the no-effect control and ±100 the full control effect
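U2OS cells were transduced with wild-type KCNH2 virus (2.03 x 10^8 / mL) for 4 h at room temperature, then cultured overnight at 37 C. Thallium flux was read with FluxOr dye. Rate constants were normalized to DMSO controls.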
Menin-MLL TR inh – menin-MLL binding inhibition, Texas Red mutant peptide. Menin + Texas Red MLL mutant peptide, fluorescence polarization. 0.23% of 270,000 active. O00255. AID 1768. Potency, µM (doses to about 61.6 µM), without a hit: top-dose FP activity change, negative = inhibition, most hits filed as inhibitors; active means well fitted inhibition curve with a large enough effect in the polarisation, with a control signal flat, not every such curve was filed as active; inconclusive means small, poorly fitted or top-dose-only effect, or effect the other way, or a change in a side signal; inactive means no such curve, though single readings can be large or run the other way; the % refers to the polarisation; further: potency means the concentration at half of the fitted maximal effect; % of control where 0% means no effect; many of its hits are not listed in these tables
Target sequence (O00255 whole entry, looked up): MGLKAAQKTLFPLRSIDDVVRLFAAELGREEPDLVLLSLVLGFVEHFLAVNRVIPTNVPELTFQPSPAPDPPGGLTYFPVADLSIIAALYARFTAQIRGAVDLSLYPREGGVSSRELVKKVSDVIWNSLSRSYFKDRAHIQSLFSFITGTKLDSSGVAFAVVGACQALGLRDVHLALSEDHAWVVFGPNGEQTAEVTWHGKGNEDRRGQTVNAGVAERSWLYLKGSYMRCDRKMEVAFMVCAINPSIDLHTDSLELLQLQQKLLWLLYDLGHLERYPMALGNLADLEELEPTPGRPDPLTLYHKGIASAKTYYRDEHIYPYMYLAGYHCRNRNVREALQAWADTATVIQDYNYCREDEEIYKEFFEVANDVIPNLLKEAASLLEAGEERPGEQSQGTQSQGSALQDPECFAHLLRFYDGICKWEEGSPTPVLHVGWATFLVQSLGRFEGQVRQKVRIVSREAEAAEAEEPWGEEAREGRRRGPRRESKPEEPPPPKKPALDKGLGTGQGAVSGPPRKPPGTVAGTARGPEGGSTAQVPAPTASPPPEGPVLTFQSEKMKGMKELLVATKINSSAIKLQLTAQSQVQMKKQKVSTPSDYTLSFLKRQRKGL
PKM2 act – PKM2 (human) enzyme activation; purified PKM2, Kinase-Glo ATP luminescence, activation; response scale: 0% is enzyme alone, no compound; Potency, µM (titrated, usually from 57.5 µM), inactives show at the highest dose activation, most hits filed as activators; 0.34% of 260,000 active; AID 1631; further: potency means the concentration at half of the fitted maximal effect; on the % scale 0 is the no-effect control and ±100 the full control effect; nearly all actives have a fitted effect of over 55% in size
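hPK-M2, >95% pure; 0.1 mM ADP / 0.5 mM PEP final; imidazole pH7.2 buffer w/ 7 mM MgCl2, 50 mM KCl; 1 h RT; Kinase-Glo lum. Intermediate enzyme activity for dual inhibitor/activator qHTS.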
GALK inh – inhibitors of human galactokinase | P51570 | Purified GALK, Kinase-Glo residual ATP luminescence | Potency, µM (titrated, usually from 57.5 µM), without a hit: at the top dose activity change, negative = inhibition, actives largely listed as inhibitors | 0.007% of 270,000 active; further: potency means the concentration at half of the fitted maximal effect; on the % scale 0 is the no-effect control and ±100 the full control effect
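The enzyme phosphorylates galactose (100 uM) using ATP (35 uM); inhibition is detected as higher residual ATP, quantified by bioluminescence after 1 h reaction at room temperature, pH 8.0.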
Starred values were filed as active, the others as inactive; ? = inconclusive; · = not tested or not shown; & = joins results of further samples; [ ] = another dose, or the depositor's remark. Unless noted, the call rests on the fitted dose curve; in most records, active means well fitted curve in the direction sought with a large enough effect; inconclusive means small, poorly fitted or top-dose-only effect, or another doubt; inactive means no such curve, though single readings can be large; an effect the other way counts as inactive or inconclusive. An excerpt (hit frequency here may not be typical).

SMILES	USP2a inh	TRPV1 ag	MLL CXXC-DNA inh	KCNH2 3.1 block	FBPA coupling cs	Giardia kill	B2AR arrestin	hERG WT inh	Menin-MLL TR inh	PKM2 act	GALK inh
NS(=O)(=O)c1ccc(NC(=O)c2ccc(-c3ccccc3)cc2)cc1	-2%	-2	-2%	-3	1	-18	0.2%	-2	·	0%	0%
CN1C(=O)N(C)c2ccc(C=O)c3cccc1c23	14%	-8	?	13	-27	8	0.1%	-1	-9%	4%	-1%
Cc1ccc2oc(=O)c(/C=C(\O)c3sc(C)nc3C)nc2c1	1%	-5	17%	-3	2	1	-0.9%	-3	-1%	0%	0%
COc1ccc(NC(=O)CN(C)C(=O)c2cnc(Cl)c(Cl)c2)cc1	1%	9	0%	2	2	5	-0.2%	1	·	·	0%
COc1ccc(CCC(=O)OCC(=O)NCc2ccc(OC)c(OC)c2)cc1OC	-8%	·	·	8	·	0	-0.2%	7	·	·	·
CCN(CC)S(=O)(=O)c1ccc(C(=O)OCn2nnc3ccccc3c2=O)cc1	2%	-4	1%	-17	1	-3	-0.3%	21	-8%	-3%	0%
Cn1nc(OCC(=O)O)cc1C(F)(F)F	2%	4	4%	4	2	-5	0.1%	-4	·	-38%	·
O=C(NCC1CCCO1)C(c1cccs1)N(Cc1cccs1)C(=O)Cn1nnc(-c2cccs2)n1 (stereo not given)	1%	1	-4%	4	0	-2	-0.9%	-1	11%	5%	-3%
CCc1ccc2oc(C(=O)NCCc3ccc(S(N)(=O)=O)cc3)cc(=O)c2c1	2%	3	14%	-3	4	-9	0.3%	17	?	·	-3%
O=C(NCc1ccccn1)C1CCN(S(=O)(=O)N2CCCC2)CC1	2%	-1	-2%	4	1	11	-0.1%	-9	2%	-3%	0%
COc1ccc(N2CCN(C(=O)CSc3nc4[nH]ncc4c(=O)n3-c3cccc4ccccc34)CC2)cc1	5%	2	1%	-18	-10	-5	-0.6%	-9	-3%	6%	-2%
Cn1c(=O)cc(N)n(Cc2ccccc2)c1=O	0%	0	3%	-8	0&3	-21	-1.7%	-11	1%&5%	21%&27%	·
O=C1NN(c2cccc(Br)c2)C(=O)/C1=C\c1ccc(O)cc1	-4%	2	0%	7	1	2	0.2%	-2	?	·	-8%
CCc1cc(-c2onc(C)c2-c2cscn2)c(O)cc1OC	-4%	2	2%	-90*	-16	-3	0.0%	-3	-4%	-1%	1%
Cc1ccc(NC(=O)C2CCN(S(=O)(=O)c3c(C)noc3/C=C/c3ccco3)CC2)nc1	2%	4	-3%	-41	-2	-14	0.2%	-1	34%[activator]	4%	3%
CN1CCN(CC(=O)Nc2ccc([N+](=O)[O-])cc2Br)CC1	-1%	0	7%	-16	3	-4	-0.1%	17	2%	-8%	11%
CCc1nc(NCc2ccc3c(c2)OCO3)c2oc3ccccc3c2n1	2%	26	9%	5	0	1	0.4%	1	8%	12%	-2%
CC(C)NC(=O)c1cc2c(-c3ccc(Cl)cc3)nn(C)c2s1	2%	·	-4%	6	3	21	-3.6%	-7	4%[11.7 µM]	-1%	1%
CC(C)Oc1cccc(C2NC(=O)c3ccccc3O2)c1 (stereo not given)	-2%	7	-10%	8	-4	-12	0.6%	8	-13%	1%	-1%
CCn1c(SCC(=O)NNC(=O)c2ccccc2)nnc1-c1ccncc1	-3%	0	-2%	11	1	-2	-1.9%	4	0%	0%	2%
Cc1cc(C)nc(/N=C(\NC(=O)C(C)(C)C)Nc2ccccc2)n1	11%	·	-3%	1	0	8	-0.9%	-6	·	0%	-2%
O=C(CSc1n[nH]c(-c2cccnc2)n1)Nc1ccc(Br)cc1	-6%	9	25%	-12	-1	7	-0.2%	10	28%	-10%	-1%
Cc1cc(=O)[nH]c(SCC(=O)N2CCCCC2)n1	0%	2	1%	-8	2	-20	0.3%	-6	4%	0%	0%
Cc1nc2nc(SCC(=O)NCc3ccco3)nn2c(C)c1Cc1c(F)cccc1Cl	5%	5	6%	5	1	6	0.0%	-8	-24%	10%	-5%
COCCCN1CN=C(NS(=O)(=O)c2ccc(C)cc2)NC1	2%	3	-9%	7	-4	-6	-0.3%	7	0%	-10%	-2%
Carrying on:
SMILES	USP2a inh	TRPV1 ag	MLL CXXC-DNA inh	KCNH2 3.1 block	FBPA coupling cs	Giardia kill	B2AR arrestin	hERG WT inh	Menin-MLL TR inh	PKM2 act	GALK inh
O=C(c1cccc(C(F)(F)F)c1)c1c[nH]c(C(=O)NCCCN2CCOCC2)c1	3%	0	14%	-12	2	16	-0.1%	-4	-4%	4%	-1%
Cc1cc(OCC(=O)N2CCC(C(N)=O)CC2)c2c(C)cc(=O)oc2c1	3%	-1	-4%	2	0	-1	-0.4%	-4	-19%	0%	·
N#CCC(=O)Nc1ccc(C(=O)OCC(=O)N2CCCC2=O)cc1	0%	-2	·	17	·	0	0.2%	-6	·	·	·
Cc1c(C#N)c(N)c(C(=O)c2ccccc2)n1Cc1ccccc1	1%	15	7%	-10	2	6	-0.3%	-4	?	-15%	-2%
CCN(CC)C(=O)c1cnn(-c2ccccc2)c1NC(=O)c1ccco1	4%	3	1%	0	5	-1	-0.1%	3	4%	-5%	3%
CCc1ccc(OCC(=O)NNC(=O)CSc2ncnc3sc(C)c(C)c23)cc1	3%	1	30%[activator]	-6	2	-15	0.8%	-2	-1%	-1%	·
CN(C)S(=O)(=O)c1cccc(COC(=O)CN2CCCCCC2=O)c1	2%	-1	-4%	-17	-2	-4	-0.1%	-9	1%	3%	7%
CCn1cc(C(=O)NCc2ccc(Cl)cc2)c(=O)c2cc(S(=O)(=O)N(C)C)ccc21	-2%	-3	4%	-15	-2	-5	1.0%	-4	44%[activator]	·	5%
CSc1nnnn1-c1c(C)cc(C)cc1C	3%	1	-11%	-5	2	14	0.0%	-4	·	3%	4%
Cn1nc(C(=O)OCC(=O)N2CCc3ccccc32)c2ccccc2c1=O	-1%	0	-7%	5	8	-11	-0.1%	6	-7%	-2%	-4%
CC(C)(C)c1ccc(C(=O)c2c[nH]c(C(=O)NCC3CCCO3)c2)cc1 (stereo not given)	-3%	·	6%	25	-4	16	0.2%	-9	3%	-1%	-4%
NC(=NC(=O)c1ccccc1)N1CCN(C(c2ccccc2)c2ccccc2)CC1	-1%	0	-6%	0	-4	5	-0.7%	22	·	2%	-1%
N#Cc1c(/N=C/c2cccs2)sc2c1CCCCC2	-1%	14	9%	-8	-3	-16	-0.2%	-17	21%	-3%	1%
COc1ccccc1CCC(=O)OCC(=O)Nc1cc(C)nn1-c1ccccc1	-1%	1	·	-7	·	-13	0.2%	-8	·	·	·
CCOC(=O)N1CCN(C(=S)NC(=O)c2cc(Br)ccc2Cl)CC1	0%	0	-5%	5	6	6	0.0%	-8	21%	·	8%
CCN(CC)S(=O)(=O)c1ccc(NCCc2ccccn2)nc1	2%	8	1%	15	3	-10	0.2%	-17	-7%	-12%	2%
Cn1c(SCc2nc(-c3cccs3)no2)nnc1C1CCCCC1	0%	0	3%	-12	0	-17	-0.4%	-4	?	3%	2%
CC(OC(=O)c1ccc(NC(=O)CC#N)cc1)C(=O)Nc1ccc(Oc2ccccc2)cc1 (stereo not given)	-1%	1	-5%	·	·	·	-0.6%	·	·	-10%	-3%
O=C(CN1CCN(Cc2ccc(Cl)cc2)CC1)N/N=C/c1ccncc1	4%	2	1%	-43	-1	12	-0.4%	10	-4%	-8%	2%
C=C(C)COc1ccc(-c2ncncc2-c2ccccc2)c(O)c1	1%	25	10%	-5	0	6	0.4%	0	?	·	·

Screens as filed in PubChem BioAssay.
